# TexasRed fluor = counter-screen for TRb-SRC2 inhibitors: fluorescence interference. TRb/SRC2 Texas Red total fluorescence interference. Potency, µM (top dose mostly 106 µM), for the others: at the highest dose fluorescence change, negative = quenching. actives 0.29% (n = 280,000). AID 1479; active means well fitted curve in either direction with a large enough effect; inconclusive means small, poorly fitted or top-dose-only effect
#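 Flags fluorescent or light-absorbing compounds by total fluorescence, S + 2P, at 555 nm excitation and 632 nm emission. Mixture: 20 nM Texas Red SRC2 peptide, 0.6 uM human TRb LBD, 1 uM T3, 5% DMSO; compound exposure 5 h at ambient temperature.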
# L3MBTL1 block = blocks human L3MBTL1; AID 485360; Q9Y468; Potency, µM (highest dose often 57.1 µM), for inactives: at the top dose activity, negative = inhibition, hits mostly inhibitors; AlphaScreen L3MBTL1–H3K9me1 peptide binding; actives 0.66% (n = 230,000); further: nearly all actives have a fitted effect of over 60% in size
# Target sequence (Q9Y468 whole entry, looked up): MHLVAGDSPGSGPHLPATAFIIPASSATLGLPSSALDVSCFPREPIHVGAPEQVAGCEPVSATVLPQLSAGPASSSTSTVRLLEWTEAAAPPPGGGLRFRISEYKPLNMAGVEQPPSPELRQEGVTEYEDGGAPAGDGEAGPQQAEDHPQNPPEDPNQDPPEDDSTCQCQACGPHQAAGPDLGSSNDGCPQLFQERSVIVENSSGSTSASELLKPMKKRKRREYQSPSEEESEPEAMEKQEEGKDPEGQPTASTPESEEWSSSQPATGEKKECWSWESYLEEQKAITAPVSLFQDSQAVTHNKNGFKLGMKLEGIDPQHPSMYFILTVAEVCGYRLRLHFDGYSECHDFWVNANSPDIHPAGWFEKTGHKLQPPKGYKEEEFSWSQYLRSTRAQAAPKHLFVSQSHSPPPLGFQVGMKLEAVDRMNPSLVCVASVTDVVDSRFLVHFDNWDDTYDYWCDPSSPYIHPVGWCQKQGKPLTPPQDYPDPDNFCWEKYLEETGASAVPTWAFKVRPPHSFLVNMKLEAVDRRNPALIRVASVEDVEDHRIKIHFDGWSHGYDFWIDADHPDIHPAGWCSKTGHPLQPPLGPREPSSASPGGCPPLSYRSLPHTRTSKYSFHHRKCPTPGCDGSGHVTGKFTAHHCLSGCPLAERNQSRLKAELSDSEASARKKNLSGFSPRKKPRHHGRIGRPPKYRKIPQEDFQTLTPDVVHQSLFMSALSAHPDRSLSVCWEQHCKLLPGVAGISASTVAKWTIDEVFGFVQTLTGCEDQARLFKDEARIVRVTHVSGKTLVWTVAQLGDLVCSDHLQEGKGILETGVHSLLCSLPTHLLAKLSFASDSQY
#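 AlphaScreen assay: L3MBTL1 (50 nM final) was preincubated 30 min at room temperature with biotinylated H3(1-15)K9me1 peptide (75 nM final), then 30 min with library compounds; streptavidin donor and nickel chelate acceptor beads (10 ug/mL final) added, 30 min dark.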
# ALDH1A1 block = ALDH1A1 (human) enzyme inhibition; Purified ALDH1A1, NADH fluorescence, propionaldehyde substrate; actives 7.3% (n = 220,000); Potency, µM (doses to about 75.3 µM), for inactives: at the top dose activity, negative = inhibition, hits mostly inhibitors; active means well fitted inhibition curve with a large enough effect, not every such curve was filed as active; inconclusive means small, poorly fitted or top-dose-only effect, or another doubt; inactive means no such curve, though single readings can be large or run the other way;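 further: plate controls were no enzyme wells and a reference inhibitor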
# Tau fluor counter = counter-screen for tau fibril formation inhibitors; actives 0.93% (n = 280,000); AID 1463; Potency, µM (titrated, usually from 57.7 µM), inactives show top-dose activity change, negative = decrease; tau K18 P301L Alexa594 fluorescence, heparin fibrillization; further: nearly all actives have a fitted effect of over 55% in size
#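 Human tau K18 P301L (15 uM unlabeled, 0.24 uM Alexa 594-labeled) in 100 mM sodium acetate pH 7 with 20 uM heparin, 6 hr at 37 C. ThT 30 uM added, 1 hr ambient; Alexa 594 FP and total fluorescence read at 555/632 nm.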
# GLA spleen mod = inhibits or activates alpha-galactosidase in human spleen homogenate; AID 2107; Potency, µM (series often up to 80 µM), without a hit: top-dose activity change, negative = inhibition, hits mostly inhibitors; actives 0.008% (n = 240,000); human spleen homogenate, 4MU-alpha-Gal fluorescence, 40 min; P06280;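 further: 0% = enzyme with vehicle and -100% = no enzyme basal signal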
#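 Inhibition or activation of alpha-galactosidase in human spleen homogenate is scored by 4-MU fluorescence after 40 min at 37C, pH 5.0, with 1 mM substrate. AC50s come from concentration-response fitted to the Hill equation.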
# Tau fibril ThT = tau fibrillization inhibition (ThT binding) | Potency, µM (series often up to 57.4 µM), for the others: at the top dose activity, negative = inhibition, usual class: inhibitors | P10636 | recombinant tau K18 P301L, heparin-induced fibrillization, ThT fluorescence | AID 1460 | actives 2.1% (n = 270,000); further: nearly all actives have a fitted effect of over 55% in size
# Target sequence (P10636 561-689 P618L limits assumed): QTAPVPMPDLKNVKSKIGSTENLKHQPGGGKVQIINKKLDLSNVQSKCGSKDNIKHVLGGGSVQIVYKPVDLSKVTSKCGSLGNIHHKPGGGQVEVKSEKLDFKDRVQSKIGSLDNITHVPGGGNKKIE
#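 Fibril formation assay: tau K18 P301L at 15 uM with trace Alexa 594 label, heparin inducer 20 uM, pH 7 sodium acetate buffer, 37 C for 6 hr; endpoint ThT signal.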
# Tau fibril FP = blocks human tau fibril formation measured by polarization | K18 P301L tau heparin fibrillization, Alexa594 FP, 6 h | Potency, µM (titrated, usually from 57.7 µM), for the others: top-dose activity, negative = inhibition, usual class: inhibitors | actives 0.39% (n = 280,000) | P10636; further: nearly all actives have a fitted effect of over 55% in size
#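 Compound effects on tau fibrillization are measured by Alexa 594 fluorescence polarization (ex 555, em 632 nm). K18 P301L tau is used at 15 uM with 0.24 uM labeled tracer, and 20 uM heparin induces aggregation over 6 hr at 37 C.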
# TRb SRC2 PPI = disrupts binding of human TR beta to SRC2. TRbeta-SRC2 peptide binding, fluorescence polarization; receptor liganded with 1 µM T3. Potency, µM (series often up to 106 µM), for the others: top-dose activity change, negative = inhibition, actives largely listed as inhibitors. actives 0.065% (n = 280,000);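 further: plate controls were bound peptide for no effect and peptide without receptor for full effect; nearly all actives have a fitted effect of over 50% in size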
#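 Binding of a 20-amino-acid Texas Red SRC2 peptide (20 nM) to TRb ligand-binding domain (0.6 uM) with agonist T3 at 1 uM was followed by fluorescence polarization after a 5 hr room-temperature incubation.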
# The depositor's hits bear a star; ? = inconclusive; . = no result given; & = joins results of further samples; [ ] = dose if it differs, or a comment. Unless noted, the call rests on the fitted dose curve; in most records, active means well fitted curve in the direction sought with a large enough effect; inconclusive means small, poorly fitted or top-dose-only effect, or another doubt; inactive means no such curve, though single readings can be large; an effect the other way counts as inactive or inconclusive. Unless noted, on the % scale 0 is the no-effect control and ±100 the full control effect; potency means the concentration at half of the fitted maximal effect.
No.	SMILES	TexasRed fluor	L3MBTL1 block	ALDH1A1 block	Tau fluor counter	GLA spleen mod	Tau fibril ThT	Tau fibril FP	TRb SRC2 PPI
1	Oc1ccccc1-c1nc2c3ccccc3c3ccccc3c2[nH]1	-4%	15%	?	10µM*[quencher]	?	?	-5%	2%
2	N#C/C(=C/c1ccc(Sc2nc3ccccc3[nH]2)o1)c1cccc(F)c1	0%	.	?	4%	7%	?	6%	2%
3	Cc1ccc(C)c(NC2=NCC(=O)N2c2ccc3c(c2)OCCO3)c1	-1%	-10%	7%	-2%	-8%	-1%	-2%	-11%
4	Cc1nc(N2CCCC2)c2c(C(=O)Nc3cccc(Cl)c3C)c(C)oc2n1	?	.	.	-13%	.	-12%	-6%	-1%
5	CC(CCc1ccccc1)NC(=O)CSc1n[nH]c(-c2ccccc2)n1 (stereo unspecified)	-1%	.	.	-4%	.	-2%	-5%	2%
6	COc1ccc(/C=C/C(=O)OC2CCCCC2CN(C)C)cc1 (stereo unspecified)	0%	.	.	-6%	6%	-10%	-3%	2%
7	Cc1ccc(C(=O)N/C(=C\c2cccs2)c2nc3ccccc3[nH]2)cc1	3%	10%	?	0%	8%	1%	2%	-1%
8	O=C(NCc1ccc2c(c1)OCO2)c1cc2c(s1)CS(=O)(=O)C2	-1%	.	3%	-7%	-24%	-7%	2%	6%
9	OC12CCCCC1C(c1ccc3c(c1)OCO3)N(Cc1ccccc1F)CC2 (stereo unspecified)	-1%	-19%	4%	-13%	-1%	-6%	-5%	9%
10	O=C(CCCn1cnc([N+](=O)[O-])n1)Nc1ccc(Cl)c(Cl)c1	-5%	0%	2%	-22%	-1%	?	-6%	-7%
11	Cc1ccc(C)c(NC2=C(c3ccc(C(F)(F)F)cc3)C(=O)c3ccccc32)c1	-2%	.	.	-23%	.	-10%	-5%	-3%
12	CC(C)C(NC(=O)c1ccc(C(C)(C)C)cc1)C(=O)Nc1cccc(S(N)(=O)=O)c1 (stereo unspecified)	1%	-14%	4%	-4%	3%	-5%	10%	3%
13	Cc1cc2cc3c(cc2nc1SCC(=O)O)CCC3	-1%	-15%	4%	-5%	-2%	3%	-3%	-7%
14	O=C(NNc1c2ccccc2nc2ccccc12)c1ccc(O)cc1	0%	?	2%	?	3%	?	2%	-6%
15	C/C=C/C(=O)N1CC2(CC(c3cccc(NC(=O)CC)c3)=NO2)C[C@H]1C(N)=O (stereo partly specified)	2%	.	.	-1%	-1%	-6%	-4%	3%
16	Cc1ccccc1N=Nc1ccc(O)c2ncccc12	0%	25µM*	12%	-17%	6%	?	8%	-7%
17	O=C(Nc1ccc(Cl)c([N+](=O)[O-])c1)c1ccc(NCCCN2CCOCC2)c([N+](=O)[O-])c1	0%	-6%	0%	-28%	0%	2.5µM*	-16%	-11%
18	CCN(C(=O)COC(=O)/C=C/c1c(C)nn(Cc2ccc(C)cc2)c1C)C1CCS(=O)(=O)C1 (stereo unspecified)	3%	.	5%	-16%	4%	-3%	-3%	-5%
19	CCN1CCCC1Cn1c(-c2ccccc2)nc2c(N(CCOC)CCOC)nc(C)nc21 (stereo unspecified)	-2%	.	?	-1%	-2%	4%	10%	0%
20	Cc1cn2c(=O)cc(COC(=O)c3cccc(NC(=O)C(C)Oc4ccccc4)c3)nc2s1 (stereo unspecified)	-2%	.	.	1%	.	-9%	1%	12%
21	Cc1cc(C(F)(F)F)n2ncc(-c3cccc(Br)c3)c2n1	0%	10%	5%	-8%	-4%	-14%	0%	-5%
22	COc1ccc(/C=C2\OC(=S)N(C)C2=O)cc1	0%	0%	20µM*	-11%	-4%	-11%	-10%	7%
23	O=[N+]([O-])c1ccc2c(c1)C(N1CCOCC1)/C(=C/COc1ccc(Cl)cc1Cl)O2 (stereo unspecified)	2%	-16%	?	-21%	1%	-6%	-4%	7%
24	CCCCCC(=O)N1CCCC(c2nc(-c3ccc(OC)cc3)no2)C1 (stereo unspecified)	-10%	-2%	-2%	-8%	1%	-11%	-1%	2%
25	Cc1cc(OCC(=O)N[C@@H](Cc2ccccc2)c2nc3ccccc3[nH]2)ccc1Cl	1%	2%	12%	-23%	-13%	-9%	-14%	-11%
26	CC(=O)NC(CCS(C)(=O)=O)C(=O)Nc1ccc(F)cc1Cl (stereo unspecified)	-3%	-5%	3%	3%	-2%	-3%	-1%	-2%
27	CCOC(=O)N1CCC(NC(=O)C2CCCN(S(=O)(=O)c3cccc4nsnc34)C2)CC1 (stereo unspecified)	-2%	5%	3%	-7%	-3%	-4%	-2%	-7%
28	COc1ccc(C(=O)/C=C/c2ccc(OC3CSC3)cc2)cc1	0%	0%	?	-24%	1%	?	-2%	-2%
29	CC(C)Oc1ccc(CNC(=O)c2cnc3sc(N4CCCCCC4)nn3c2=O)cc1	-1%	.	.	-2%	.	-5%	-4%	-3%
30	CCOc1cccc2sc(N(CCN(CC)CC)C(=O)c3cccc([N+](=O)[O-])c3)nc12	1%	.	5%	-3%	-3%	-2%	-6%	4%

# (further entries)
No.	SMILES	TexasRed fluor	L3MBTL1 block	ALDH1A1 block	Tau fluor counter	GLA spleen mod	Tau fibril ThT	Tau fibril FP	TRb SRC2 PPI
31	Cc1nn(-c2ccccc2)c(Cl)c1/C=N/NS(=O)(=O)c1ccc(Br)cc1	-2%	-2%	?	?	1%	?	-4%	-1%
32	Cc1cc(=O)[nH]c(N=N/C(=N/Nc2ccccc2C)c2ccccc2)n1	-2%	.	?	?	10%	?	0%	-1%
33	CC(O)[C@H]1CN=C(N)N1CCc1cc(C(F)(F)F)cc(C(F)(F)F)c1 (stereo partly specified)	0%	.	.	21%	-1%	16%	0%	-5%
34	CCOC(=O)c1cccc(NC(=O)c2cc3sccc3n2Cc2ccc(Cl)cc2)c1	0%	.	.	?	.	3%	?	7%
35	CCOC(=O)C1CCCN(C(=O)C2CCN(S(=O)(=O)c3c(C)noc3/C=C/c3ccc(C)cc3)CC2)C1 (stereo unspecified)	-4%	.	.	-5%	.	-1%	?	-5%
36	COc1ccc(NC(=O)COC(=O)c2ccc(OCc3ccc(Cl)cc3Cl)c(OC)c2)c(OC)c1	-4%	2%	4%	-4%	5%	-8%	2%	-6%
37	CN(C(=O)CC1C(=O)NCCN1Cc1ccc(F)cc1)C1CCOCC1 (stereo unspecified)	-1%	-2%	.	-3%	4%	-5%	1%	6%
38	COc1cc(OC)cc(-c2cc3nc(C)c(CCC(=O)Nc4nc(C)cs4)c(C)n3n2)c1	1%	4%	?	-20%	-1%	?	9%	-2%
39	CCC(=O)n1nc(-c2ccc(OC)cc2)nc1NCc1cccs1	-6%	-5%	6%	-23%	1%	-16%	-4%	-1%
40	Brc1ccc(CSc2nccn2-c2ccccc2)cc1	-5%	?	2%	-6%	-6%	-16%	-12%	0%
41	O=C(Nc1cc(Cl)ccc1Cl)c1cc(S(=O)(=O)N2CCCc3ccccc32)ccc1F	-1%	.	.	-17%	.	-7%	-15%	4%
42	O=C(CCC(=O)c1cccs1)Nc1nnc(C2CC2)s1	-1%	.	?	-3%	-4%	-7%	0%	9%
43	Cc1ccc(S(=O)(=O)N(CC(=O)Nc2ccc(F)cc2F)Cc2ccc(F)cc2)cc1	-1%	.	.	-26%	.	-3%	-7%	-2%
44	CC(C)CC1=NC(C(F)(F)F)(C(F)(F)F)c2c(n(CC(C)C)c(=O)[nH]c2=O)N1	0%	7%	4%	1%	-10%	0%	10%	-16%
45	COc1ccc(-c2nc(-c3ccccc3)oc2Nc2ccccc2C)cc1	-3%&-3%	.	-1%	-6%&-14%	3%&1%	-3%&-16%	-10%&12%	3%&5%
46	O=C(CSc1nnnn1-c1ccccc1F)Nc1nc2ccccc2s1	-1%	.	?	-11%	9%	-13%	?	-5%
47	CCOc1ccc(-c2cc3nc(C4CCN(C(=O)OC(C)(C)C)CC4)c(C(=O)Nc4cccc(Cl)c4C)cn3n2)cc1	1%	.	.	-18%	.	-17%	-12%	-1%
48	Cc1ccc(C(=O)NNc2nc3ccccc3nc2C(F)(F)F)cc1	0%	-1%	2%	-5%	-1%	-4%	12%	-4%
49	Cc1c(NS(=O)(=O)c2ccc(Cl)c(C(=O)OCC(=O)NCc3ccco3)c2)c(=O)n(-c2ccccc2)n1C	1%	0%	-2%	4%	7%	2%	-2%	0%
50	COc1ccc(NC(=O)CN2C(=O)CC(c3ccc(C)c(C)c3)=Nc3ccccc32)cc1OC	-4%	.	.	25µM*[quencher]	.	?	-1%	3%
51	COC(=O)c1ccc(Oc2coc3cc(OCc4ccc([N+](=O)[O-])cc4)ccc3c2=O)cc1	9%	-8%	7%	-13%	-4%	?	2%	1%
52	O=c1c2ccccc2c(=O)n(Cc2ccccc2)n1Cc1ccccc1	2%	14%	?	-11%	-4%	?	-4%	4%
53	COc1ccccc1N1CCN(c2ncc3c(n2)CCN(Cc2ccccc2F)C3)CC1	-1%	.	.	4%	.	-3%	7%	-1%
54	O=C(O)C1C2C=CC(C2)C1C(=O)NCc1ccc(Cl)c(Cl)c1 (stereo unspecified)	-2%[53 µM]	0%	?	-3%	1%	1%	-4%	2%[53 µM]
55	O=C1COc2ccc(C(=O)COC(=O)c3sc4ccccc4c3Cl)cc2N1	-1%	-1%	-5%	-21%	-8%	?	?	2%
56	C=CCn1c(CSc2nc3ccccc3s2)n[nH]c1=S	-5%	34%[activator]	11µM*	-4%	-4%	-6%	-7%	-10%
57	CC(CCc1ccccc1)NC(=O)/C=C/c1ccc(F)cc1 (stereo unspecified)	3%	.	?	3%	-1%	-3%	3%	0%

# From entry 20 up to 22, as listed above:
No.	SMILES	TexasRed fluor	L3MBTL1 block	ALDH1A1 block	Tau fluor counter	GLA spleen mod	Tau fibril ThT	Tau fibril FP	TRb SRC2 PPI
20	Cc1cn2c(=O)cc(COC(=O)c3cccc(NC(=O)C(C)Oc4ccccc4)c3)nc2s1 (stereo unspecified)	-2%	.	.	1%	.	-9%	1%	12%
21	Cc1cc(C(F)(F)F)n2ncc(-c3cccc(Br)c3)c2n1	0%	10%	5%	-8%	-4%	-14%	0%	-5%
22	COc1ccc(/C=C2\OC(=S)N(C)C2=O)cc1	0%	0%	20µM*	-11%	-4%	-11%	-10%	7%

# Source: PubChem BioAssay (National Center for Advancing Translational Sciences (NCATS))
